V1aR counter: activates human V1a receptor in oxytocin agonist counter-screen. P37288. CHO-V1R cells, Fluo-8 calcium fluorescence, agonist mode; 0% DMSO, 100% 3 nM vasopressin. activation, % at 3 µM. 320,000 tested, 0.25% active. AID 2797;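 active = activation above the mean activation of all tested compounds plus 3 SD, per screening run, cut at about 20% in these data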;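 also: signal is peak over basal fluorescence ratio across a 100 second FLIPR read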
Target sequence (P37288 whole entry, looked up): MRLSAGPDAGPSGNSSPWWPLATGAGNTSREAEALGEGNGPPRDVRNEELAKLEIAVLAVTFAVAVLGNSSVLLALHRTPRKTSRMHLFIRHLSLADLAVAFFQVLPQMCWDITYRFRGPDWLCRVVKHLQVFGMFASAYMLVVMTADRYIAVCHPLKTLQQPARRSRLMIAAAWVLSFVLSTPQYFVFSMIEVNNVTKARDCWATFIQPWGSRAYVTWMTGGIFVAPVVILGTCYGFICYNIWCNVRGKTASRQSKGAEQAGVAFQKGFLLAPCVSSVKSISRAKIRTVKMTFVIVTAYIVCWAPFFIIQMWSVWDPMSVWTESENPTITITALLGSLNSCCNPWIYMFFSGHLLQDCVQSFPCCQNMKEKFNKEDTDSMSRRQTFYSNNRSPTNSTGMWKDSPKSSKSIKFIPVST
CHO parental Ca: signal in parental CHO cells, OX1R antagonist counter-screen; AID 463079; parental CHO-K1, ATP-induced calcium, Fluo-8 fluorescence; 330,000 tested, 0.63% active; inhibition, % at 5.6 µM;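 active = inhibition above that plate's mean sample inhibition plus 3 SD, cut at about 26% in these data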;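 also: 0% = ATP-challenged DMSO wells and 100% = DMSO wells without ATP; some compounds past the cut are filed as inactive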
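Test system: untransfected parental CHO cell line. Compound: one dose, 5.6 µM nominal. Detection: intracellular calcium via Fluo-8 no-wash fluorescent dye. Measure: % inhibition. Benchmarks: ATP-challenged DMSO wells low, unchallenged DMSO wells high.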
OXTR potentiator: human OXTR potentiation. CHO-OTR cells, Fluo-8 calcium fluorescence, potentiator mode; 0% = oxytocin EC15, 100% = EC100. activation, % at 3 µM. 320,000 tested, 0.061% active. P30559;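 active = activation above that plate's cutoff, the mean activation of tested compounds plus 3 SD, cut at about 6.6% in these data, passing the limit was not always enough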;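 also: 100% uses oxytocin at 75 nM as the full agonist control; some results filed as inactive read as strong as hits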
Target sequence (P30559 whole entry, looked up): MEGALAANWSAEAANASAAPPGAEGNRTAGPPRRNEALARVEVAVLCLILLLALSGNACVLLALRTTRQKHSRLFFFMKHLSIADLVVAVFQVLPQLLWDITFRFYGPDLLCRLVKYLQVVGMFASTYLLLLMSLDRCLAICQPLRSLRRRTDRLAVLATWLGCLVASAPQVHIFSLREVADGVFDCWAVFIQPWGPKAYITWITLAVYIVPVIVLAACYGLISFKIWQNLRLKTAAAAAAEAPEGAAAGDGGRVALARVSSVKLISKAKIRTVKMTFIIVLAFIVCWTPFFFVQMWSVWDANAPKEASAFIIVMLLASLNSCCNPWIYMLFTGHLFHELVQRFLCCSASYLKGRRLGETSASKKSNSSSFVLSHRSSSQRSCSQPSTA
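Assay system: CHO-OTR cells, human receptor / Also added: oxytocin at about EC15, sub-maximal agonist stimulus / Dosing: single dose, 3.0 µM nominal final compound concentration / Incubation: 6 min pre-incubation, 100 s read / Technique: Fluo-8 calcium dye fluorescence / Read-out: % activation vs EC15 and EC100 oxytocin / Benchmarks: EC15 oxytocin low, 75 nM oxytocin high / Replicates: singlicate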
An asterisk follows results filed as active. A portion of the library (hit frequency here may not be typical).

SMILES	V1aR counter	CHO parental Ca	OXTR potentiator
Cc1noc(C)c1CSc1ncnc2sc3c(c12)CCC(C)C3 (configuration not stated)	0.6	3.3	-7.2
COc1ccc(S(=O)(=O)CCC(=O)Nc2cccc(OC)c2)cc1	0.6	-5.0	-3.7
O=S(=O)(Nc1ncccn1)c1ccc(NC(=S)Nc2cccc(Cl)c2)cc1	0.5	3.3	-7.9
CNC(=S)N1CCC(NC(=O)c2ccco2)CC1	1.2	-8.4	1.8
CCC/C(=N/Nc1ccc(Cl)cc1)c1cnnc(-c2ccccc2)n1	1.7	-4.5	0.8
N#Cc1cc(NC(=O)c2ccc(F)cc2)c(=O)n2c1[nH]c1ccccc12	5.3	0.0	-14.2
CCCOc1ccc(NC(=O)C2OC3OC(C)(C)OC3C3OC(C)(C)OC23)cc1 (configuration not stated)	0.1	3.7	-0.4
COc1ccc(/C=C2\SC(=S)N(NC(=O)c3ccncc3)C2=O)cc1OC	-0.3	-5.6	-5.4
Cc1nc(Nc2cnc(/C=C/c3cc(C(=O)Nc4cccc(C(F)(F)F)c4)ccc3C)cn2)cc(N2CCNCC2)n1	0.1	9.8	-13.9
Cc1ccc(-n2[nH]c(C)c(/C=N/NC(=O)c3cccc([N+](=O)[O-])c3)c2=O)cc1C	-1.4	-2.1	-1.4
CC(=O)OCCN1C(=O)c2cccc3cc([N+](=O)[O-])cc(c23)C1=O	4.2	-14.4	-8.9
CCN(CC)S(=O)(=O)c1ccc(OC)c(NC(=O)C(Cc2ccccc2)N2C(=O)c3ccccc3C2=O)c1 (configuration not stated)	2.8	-3.2	-2.0
COc1ccc(N=c2oc3ccccc3cc2C(=O)Nc2ccccn2)cc1OC	0.3	-0.2	-3.5
Cc1ccc(-n2c(SC3CCOC3=O)nc3ccccc3c2=O)cc1 (configuration not stated)	-0.3	-14.9	-0.8
Cc1ccccc1C1C(C#N)=C2NC(=O)c3c(sc4c3CCCCC4)N2C2=C1C(=O)CC(C)(C)C2 (configuration not stated)	1.3	-7.3	-8.7
Cc1cccc(-c2nnc3n2N=C(c2ccc(Br)cc2)CS3)c1	0.4	-2.3	-9.4
O=C(NCc1ccco1)c1cc2c(s1)CSC2	-0.3	-5.9	-8.1
CC1=C(C#N)C(=O)N(C2CCS(=O)(=O)C2)C(=O)/C1=C\c1ccc(C)o1 (configuration not stated)	1.1	-5.0	-12.9
Cc1nnc(NC(=O)CSc2ccc3nnc(-c4cccnc4)n3n2)s1	0.9	-1.3	-1.6
Cc1ccc2c(c1)-n1c(nc3cc(Cl)ccc3c1=O)C(Cc1ccccc1)NC2=O (configuration not stated)	4.9	-26.2	1.6
CC(=O)N1C(=O)c2cccc3cccc(c23)C(=O)N1C(C)=O	1.1	-1.1	-1.7
COc1ccc(-c2csc(NC(=O)COC(=O)c3ccc(Br)o3)n2)cc1	1.4	-1.8	-4.8
Cc1cc(Oc2ccc(=O)n(C)n2)nc(=S)[nH]1	-0.7	-9.9	-1.5
Cc1sc2ncnc(Sc3nnc4sc5ccccc5n34)c2c1C	0.5	-10.3	-5.4
COc1ccc(OC)c(NS(=O)(=O)Cc2ccccc2)c1	0.6	-16.3	0.6
C#CCOCCOCCOCCNc1nc(N2CCN(C(=O)[C@H](Cc3cc4ccccc4[nH]3)n3cc([C@@H](N)C(C)CC)nn3)CC2)nc(N2CCN(C(=O)[C@H](CCCCN)n3cc([C@@H](N)CO)nn3)CC2)n1 (some centres not stated)	1.6	-3.9	3.8
CCc1ccc(S(=O)(=O)/N=C2\C=CC(=O)c3ccccc32)cc1	-0.8	-7.7	2.8
Cc1sc2ncnc(SCC(=O)c3ccc(Cl)s3)c2c1C	0.9	-18.0	-11.5
O=C1C=C(NCCN2CCOCC2)C(=O)c2cnccc21	0.2	-3.7	-6.3
CC(=O)OC[C@]12CC[C@H]3[C@@](C)(CC[C@H]4C(C)(C)CCC[C@]34C)[C@@H]1C[C@H](C1=CC(=O)O[C@@H]1OC(C)=O)O2	1.1	64.2*	-10.6
CCNC(=S)N/N=C(\C)c1ccc2ccccc2c1	-0.8	-14.9	0.1
O=C(O)/C=C/C(=O)Nc1ccc(Oc2ccc(NC(=O)/C=C/C(=O)O)cc2)cc1	-0.7	0.0	-12.2
CC[C@H]1CC2CN3CCc4c([nH]c5c([C@H]6C[C@H]7[C@H](CC)CN(C)[C@@H](Cc8c6[nH]c6ccccc86)[C@H]7C(=O)OC)c(OC)ccc45)C(C(=O)OC)(C2)C13	-0.7	-30.9	-1.5
Cc1cccc(N2CCN(C(=O)c3ccc4c(c3)NC(=O)C(CSCc3cccc(F)c3)N4)CC2)c1C (configuration not stated)	0.3	-10.0	-9.2
CC(=O)CCCCn1cnc2c1c(=O)n(C)c(=O)n2C	0.9	-0.1	3.2
CC(C)N(C(=O)Cn1cnc2cc([N+](=O)[O-])ccc2c1=O)C(C)C	-0.5	-9.6	-13.1
COc1ccccc1NS(=O)(=O)c1cc(NC(=O)C2CC2)ccc1N1CCOCC1	0.8	-4.9	-5.7
O=[N+]([O-])c1ccc(O)c(C=Nc2ccc3oc(Cc4ccc(Cl)cc4)nc3c2)c1	0.2	0.7	-7.5
CNC(=O)COC(=O)c1ccc2c(c1)NC(=O)C1CCCN21 (configuration not stated)	0.6	-2.7	-3.9
O=C(Nc1nnc(-c2cccnc2)o1)c1cccc([N+](=O)[O-])c1	-1.1	-5.4	-7.0
CCCC[C@@H]1C[C@H]1[C@@H](NC(=O)c1ccco1)c1ccccc1C(F)(F)F	-0.8	-21.2	-4.7
Cc1cccc(/C=N/n2c(-c3ccccn3)n[nH]c2=S)c1	1.3	-9.6	0.5
O=C(CSc1nc(C2CC2)nc2ccccc12)NCc1ccc2c(c1)OCO2	-1.2	-4.2	0.2
COc1ccc(CCNC(=O)C2CCC(CNS(=O)(=O)c3ccccc3)CC2)cc1OC (configuration not stated)	4.2	-11.3	0.5
COC(=O)c1c(N2C(=O)[C@H]3[C@@H](C2=O)[C@]2(C(=O)Nc4ccc(C)cc42)N2CCC[C@@H]32)sc(C)c1C	-1.2	-31.4	-6.2
COCCN1C(=S)N[C@@H](c2cccc(F)c2)C(C(=O)OC)=C1C	1.2	7.3	-5.7
O=C(NCCNc1ccc2ccccc2c1)c1cccn2c(=O)c3sccc3nc12	0.2	-18.3	-4.1
COc1cccc(-c2cc(C(F)(F)F)c3c(N)c(C#N)sc3n2)c1	0.4	-12.9	-9.9
CC1(C)CC[C@@]23CC[C@]4(C)[C@@](OC2=O)(C3C1)[C@H]1O[C@H]1C1[C@@]2(C)CC[C@H](O)C(C)(C)C2CC[C@]14C (some centres not stated)	0.6	-5.4	-1.8
COc1c(CC=C(C)C)cc(C2CC(=O)c3c(O)cc(O)cc3O2)c(CC=C(C)C)c1O (configuration not stated)	0.0	-3.0	-7.2
Next part.
SMILES	V1aR counter	CHO parental Ca	OXTR potentiator
N#Cc1c(N2CCOCC2)nc(N2CCCCC2)c2c1CCN(C1CCCCC1)C2	-0.2	-17.7	-12.8
CC1CCC2C(C1)OS(=O)(=O)NC2(C)C (configuration not stated)	-0.4	-1.8	-6.6
Cc1nc2ccc(CN(C)c3ccc(C(=O)N[C@@H](CCC(=O)O)C(=O)O)s3)cc2c(=O)[nH]1	0.9	-5.8	0.2
CC1=CC(C#N)(C#N)C(C#N)(C#N)C(c2ccccc2)N1 (configuration not stated)	1.5	-4.4	-5.8
O=C(Nc1ccccc1-c1nc2ccccc2[nH]1)c1sc2ccccc2c1Cl	0.4	-2.6	1.4
Cc1cc(C)c(S(=O)(=O)Nc2cc(SCC(=O)O)c(O)c3ccccc23)cc1C	4.1	-17.1	4.2
CC(C)(C)OC(=O)NCCCC1=CC2=CC(=O)C(C)(OC(=O)c3ccc(Cl)nc3)C(=O)C2=CO1 (configuration not stated)	4.5	-16.0	1.1
COC(=O)/C(=C(/F)SCC(C)=O)C(F)(F)F	0.5	-3.6	-6.8
COc1ccc(-c2nncnn2)cc1	3.2	-2.7	-5.9
COc1cc(CCC(=O)N2CCN(c3ccc(N4CCOCC4)nn3)CC2)cc(OC)c1OC	4.0	1.4	3.4
Cc1ccc(OCCOCCn2cnc3ccccc3c2=O)cc1C	0.2	-17.0	-3.3
COC(=O)c1nc(NC(C)=O)n[nH]1	-0.3	3.0	-8.7
C=CCn1c(=O)/c(=C2/Sc3cc(OC)ccc3N2C)s/c1=C1\C(=O)N(CC)C(=S)N1C	0.1	-29.4	-2.4
COc1ccccc1C(=O)Nc1cc2c(ccc3ccccc32)oc1=O	0.6	-7.1	0.0
Cc1nc2ccccc2n1/C(=N/S(=O)(=O)c1ccc(Br)cc1)c1ccccc1	0.2	-9.7	0.4
C=CC[C@@H]1C=C(C)C[C@H](C)C[C@H](OC)[C@H]2O[C@@](O)(C(=O)C(=O)N3CCCC[C@H]3C(=O)O[C@H](/C(C)=C/[C@@H]3CC[C@@H](O)[C@H](OC)C3)[C@H](C)[C@@H](O)CC1=O)[C@H](C)C[C@@H]2OC	-1.3	-19.5	-8.1
CCOC(=O)c1ccc(NC(=S)Nc2ccccc2N)cc1	0.9	-12.0	0.7
CC(C(=O)Nc1ccc(S(=O)(=O)N2CCCCC2)cc1)N1CCN(c2ccccn2)CC1 (configuration not stated)	0.0	-2.2	-7.3
NC(CCCCc1ccccc1)c1cccc2ccccc12 (configuration not stated)	3.5	-6.1	-16.3
CCOC(=O)c1ccc(-n2c(CC)nc3ccccc3c2=O)cc1	0.4	-8.9	-6.3

3 compounds from above, arranged by length of the SMILES, ascending.
SMILES	V1aR counter	CHO parental Ca	OXTR potentiator
Cc1nc2ccccc2n1/C(=N/S(=O)(=O)c1ccc(Br)cc1)c1ccccc1	0.2	-9.7	0.4
CC(C(=O)Nc1ccc(S(=O)(=O)N2CCCCC2)cc1)N1CCN(c2ccccn2)CC1 (configuration not stated)	0.0	-2.2	-7.3
C=CCn1c(=O)/c(=C2/Sc3cc(OC)ccc3N2C)s/c1=C1\C(=O)N(CC)C(=S)N1C	0.1	-29.4	-2.4

Profiles as entered above:
Record of CCOC(=O)c1ccc(-n2c(CC)nc3ccccc3c2=O)cc1 : V1aR counter = 0.4; CHO parental Ca = -8.9; OXTR potentiator = -6.3
Record of Cc1ccc(OCCOCCn2cnc3ccccc3c2=O)cc1C : V1aR counter = 0.2; CHO parental Ca = -17.0; OXTR potentiator = -3.3

More structures follow:
SMILES	V1aR counter	CHO parental Ca	OXTR potentiator
CCCCN1CCCC1CNC(=O)c1cc(C#N)c2ccccc2c1OC (configuration not stated)	1.6	-11.9	-4.4
Cc1cc2c(cc1C)-c1nnc(-c3ccc4ccccc4n3)n1C(C)(C)C2	1.0	-5.3	-2.2
CC(=O)Nc1cccc(-c2nnc3c4ccccc4c(C)nn23)c1	0.5	5.9	-8.8
O=S1(=O)c2ccccc2N=NN1Cc1cc(Cl)cc(Cl)c1	-0.5	-6.7	-5.9
O=C(COC(=O)c1ccc[n+]([O-])c1)Nc1c(Br)cc([N+](=O)[O-])cc1Br	0.4	-7.7	-7.3
Cc1cc(C)nc(Nc2ncn[nH]2)n1	0.1	-8.7	-13.0
CCCCC1=CC2=CC(=O)C(C)(OC(=O)CCC(=O)OC)C(=O)C2=CO1 (configuration not stated)	2.2	-8.8	0.6
CC1CCc2sc(C(=O)OC(C)C(=O)Nc3ncc(Cl)cc3Cl)cc2C1 (configuration not stated)	1.0	-14.4	-13.7
COc1ccc(NC(=O)C(=O)N/N=C\c2ccc(CNC(=O)C(=O)Nc3ccc(C)c(C)c3)o2)c(OC)c1	-0.4	-1.6	-17.8
COC(=O)/C=C1\C(=O)N(c2nc3ccc(OC)cc3s2)C(=S)N1c1ccc(F)cc1	-0.5	1.4	-0.9

Taken from above:
Under CHO parental Ca, CCOC(=O)c1ccc(-n2c(CC)nc3ccccc3c2=O)cc1 shows -8.9
Under OXTR potentiator, COc1ccc(-c2nncnn2)cc1 shows -5.9

The list goes on:
SMILES	V1aR counter	CHO parental Ca	OXTR potentiator
Cn1c(=O)c(C(=O)COC(=O)c2cc(-c3ccco3)nc3ccccc23)c(N)n(CC2CC2)c1=O	0.3	8.1	-14.1
C#CCOCCOCCOCCNc1nc(N2CCN(C(=O)[C@H]([C@@H](C)CC)n3cc(CCCN=C(N)N)nn3)CC2)nc(N2CCN(C(=O)[C@H](C)n3cc(CCCN=C(N)N)nn3)CC2)n1	1.0	-5.2	4.8
COc1ccc(C2C=C(c3cccs3)Nc3nc(CCCO)nn32)cc1 (configuration not stated)	51.0*	-1.1	-3.5
CN1CCc2nc(SCC(=O)Nc3ccc(F)cc3)c(C#N)cc2C1	0.7	-5.0	-5.3
Cc1ccc(CN2CCc3c(OCC(=O)Nc4cccc(C)c4C)cccc3C2=O)cc1	0.4	-18.2	-8.7
COC(=O)Cn1c(=NC(=O)c2ccc([N+](=O)[O-])s2)sc2cc(Br)ccc21	1.6	-5.5	-11.0
